# CaV13 ICDI inh: Primary screen for inhibitors of IQ motif and Ca2+-dependent inactivation inhibitor domain binding in CACNA1D, Förster resonance energy transfer in living cells, …; HEK cells, CFP/YFP FRET ICDI-IQ, plate reader, 10 min; percent FRET-ratio fall versus neutral wells; inhibition, % at 12.3 µM; hit rate 0.098% among 340,000; AID 743397;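 active = mean replicate inhibition of at least 30% and at least 1% of replicates passing that level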;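 also: 0% = median of the neutral control wells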
# ABHD5 PLIN5 PPI: inhibitors of human ABHD5-perilipin-5 interaction | inhibition, % at 4 µM | Split G. princeps luciferase complementation, luminescence, 4 h | Q00G26+Q8WTS1 | hit rate 0.78% among 360,000;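 active = inhibition above the mean inhibition across every tested compound plus 3 SD, cut at about 22% in these data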;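 also: 0% = DMSO only wells and the 100% control is not disclosed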
# Cardio protect: protects H9c2 cardiomyocytes from peroxide injury. protection from H2O2 cell death, % at 20 µM. AID 588492. H2O2 injury protection, ATPLite, 2 h. hit rate 0.63% among 360,000;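 active = compounds giving at least 50% protection of heart cells from peroxide-induced death in the single-dose screen, raw or plate-pattern-corrected value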;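 also: 0% = DMSO wells with peroxide and 100% = DMSO wells without peroxide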
# MC4R barr agon: human MC4R agonism via beta-arrestin; P32245; U2OS MC4R beta-arrestin complementation, luminescence; percent of melanotan II response, DMSO zero; activation, % at 8.9 µM; hit rate 0.98% among 360,000;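 active = activation above a per-plate cutoff, the mean activation of sample wells on that plate plus 3 SD, cut at about 8% in these data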
# Target sequence (P32245 whole entry, looked up): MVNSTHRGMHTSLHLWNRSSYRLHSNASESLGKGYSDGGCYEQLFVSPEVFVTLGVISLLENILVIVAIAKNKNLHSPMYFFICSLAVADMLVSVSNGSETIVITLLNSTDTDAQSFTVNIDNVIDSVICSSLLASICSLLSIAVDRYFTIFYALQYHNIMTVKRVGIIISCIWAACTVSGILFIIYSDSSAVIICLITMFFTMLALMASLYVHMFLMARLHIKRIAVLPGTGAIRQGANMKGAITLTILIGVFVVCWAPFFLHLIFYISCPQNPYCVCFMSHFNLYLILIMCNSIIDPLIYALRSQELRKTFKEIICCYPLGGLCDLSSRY
# MC4R antagonist: antagonists of human melanocortin 4 receptor (MC4R) | P32245 | MC4R-expressing cells, MTII-stimulated cAMP, LANCE TR-FRET | inhibition, % at 6.5 µM | hit rate 0.48% among 360,000;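 active = inhibition above its plate's cutoff, the mean of tested wells on that plate plus 3 SD, cut at about 29% in these data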;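 also: 0% = Melanotan II alone and 100% = Melanotan II plus saturating MCL0020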
#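 Material: U2OS-MC4R stable cell line | Reagent: Melanotan II challenge after compound preincubation | Doses: One concentration, 6.5 µM nominal | Incubation: 30-min compound preincubation, 1-h Melanotan II challenge, 1-h detection, room temperature | Signal: TR-FRET cAMP assay | Replicates: One well per compound, no replicates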
# Glyco luc inh: N-linked glycosylation inhibition. D54 ERlucT glycosylation luciferase reporter, 24 h; percent of 100 nM tunicamycin response. reporter increase, % at 12.5 µM. hit rate 0.23% among 360,000;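 active = mean luciferase reporter signal, scaled so untreated is 0 and the glycosylation-blocking control 100, at or above a set limit in every replicate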;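 also: luciferase carries N-glycosylation sites so blocking glycosylation raises the light; 0% = median of neutral control wells and 100% = median of 100 nM tunicamycin wells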
# ABCB6 inh MLPCN: inhibitors of human ABC transporter ABCB6 | Q9NP58 | fluorescence ratio to DMSO, % at 10 µM | hit rate 0.19% among 360,000 | K562-ABCB6 porphyrin accumulation, flow cytometry, 1 h; active compounds read low;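 active = fluorescence ratio to DMSO below 75%, the collection mean minus 3 SD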;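 also: signal is porphyrin accumulated inside mitochondria; 100% equals median channel fluorescence of DMSO control wells; lower ratio means ABCB6 inhibition with less porphyrin fluorescence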
# HTR2A ag: agonists of mouse serotonin 5-HT2A receptor (HTR2A). P35363. CHO-K1 mHTR2A beta-arrestin complementation, luminescence; percent of 30 µM serotonin response. activation, % at 7.6 µM. hit rate 0.66% among 360,000;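 active = activation above a run cutoff, the mean activation of all tested compounds plus 3 SD, cut at about 14% in these data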;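 also: 0% = plate median of compound wells and 100% = 30 µM serotonin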
# Target sequence (P35363 whole entry, looked up): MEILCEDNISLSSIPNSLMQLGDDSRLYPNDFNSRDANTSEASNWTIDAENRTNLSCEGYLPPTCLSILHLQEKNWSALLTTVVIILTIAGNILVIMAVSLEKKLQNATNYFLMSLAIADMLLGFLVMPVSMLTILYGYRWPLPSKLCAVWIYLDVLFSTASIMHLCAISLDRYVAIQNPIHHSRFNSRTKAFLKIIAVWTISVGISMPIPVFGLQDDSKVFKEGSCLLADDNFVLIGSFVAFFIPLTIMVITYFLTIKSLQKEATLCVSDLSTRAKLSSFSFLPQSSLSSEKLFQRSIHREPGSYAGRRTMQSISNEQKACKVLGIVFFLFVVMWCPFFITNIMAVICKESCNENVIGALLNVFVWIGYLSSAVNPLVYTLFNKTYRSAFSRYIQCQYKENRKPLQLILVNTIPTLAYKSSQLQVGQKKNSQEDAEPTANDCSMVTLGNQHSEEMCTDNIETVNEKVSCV
# PDI turbidity: inhibitors of human protein disulfide isomerase; inhibition, % at 10 µM; PDI insulin aggregation turbidity, A650, 90 min; hit rate 0.052% among 350,000; AID 588391;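 active = mean inhibition across replicates of 30% or more, whatever share of single replicates reach that level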;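 also: absorbance from insulin aggregation driven by PDI reduction with DTT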
# Granule exo inh: lytic granule exocytosis inhibition. TALL-104 LAMP-1 surface exposure, flow cytometry; cells stimulated with thapsigargin and PMA. inhibition, % at 10 µM. hit rate 0.66% among 360,000. AID 651702;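 active = inhibition above about 55%, limit read from the data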
# Numbers without * were called inactive; nt = no result given.
# Every second line gives: CaV13 ICDI inh	Glyco luc inh	ABCB6 inh MLPCN	Cardio protect	ABHD5 PLIN5 PPI	PDI turbidity	Granule exo inh	MC4R barr agon	MC4R antagonist	HTR2A ag
C[C@@H]1CC2OC(=O)[C@@]3(C)C(=O)CC[C@@](C)(C23)[C@@]1(O)CCc1ccoc1 (some centres undefined)
→ -18	3	101	-5	8	6	-1	-1.3	5	7
C=CCNC(=O)c1cccc(C(F)(F)F)c1
→ -3	0	102	0	-2	6	-4	1.0	12	-3
COc1ccc2oc(=O)cc(CN(C)Cc3ccccc3)c2c1
→ -21	-6	95	-4	0	0	72*	2.8	-6	11
O=C1c2ccccc2-c2onc3ccc(N4CCCC4)c1c23
→ -4	12	137	27	14	5	9	-2.4	13	-2
Cc1cc(C(=O)COC(=O)c2ccc(F)cc2F)c(C)n1C1CC1
→ -5	-2	96	-16	-3	-4	2	-0.2	4	0
COc1cccc(NC(=O)CN(C)C(=O)CN2C(=O)c3ccc([N+](=O)[O-])cc3C2=O)c1
→ -5	2	97	6	8	4	0	-2.7	6	0
CS(=O)c1ccc(-n2c(=O)n(Cc3ccccc3)c(=O)c3[nH]cnc32)cc1 (centres undefined)
→ -17	1	107	-2	6	2	-5	-1.8	11	6
COC(=O)C1=C(C)N(CC2CC2)C(=O)N[C@H]1c1ccccc1
→ -9	-1	103	-6	1	-4	35	0.0	9	10
COc1cc2c(cc1OC)C(c1ccccc1)N(Cc1ccc(S(=O)(=O)NC(=O)c3ccco3)cc1)CC2 (centres undefined)
→ -7	nt	96	nt	9	nt	19	nt	nt	-1
Cc1ccc([N+](=O)[O-])cc1NC(=O)Nc1ccc(S(N)(=O)=O)cc1
→ -4	3	98	8	-47	11	-8	-0.2	2	-10
COc1ccccc1CN(C)C(=O)CN1CCN(C(=O)c2cccs2)CC1
→ -5	3	98	1	3	-1	4	-1.9	-5	17*
COc1ccc(-c2nc3cc(C)c(Br)c(C)n3c2CC2CCCCC2)cc1OC
→ -6	nt	105	nt	2	nt	6	nt	nt	-2
COc1ccccc1NC(NC(=O)c1ccccn1)C(Cl)(Cl)Cl (centres undefined)
→ -5	2	101	-7	1	-12	-2	-2.1	12	-1
CCNc1nc(NC(C)C)nc(-c2ccncc2)n1
→ nt	1	99	-2	2	nt	0	nt	nt	-1
O=C(NCC1COc2ccccc2O1)c1ccccc1 (centres undefined)
→ -9	0	96	-2	5	13	-2	1.6	-1	2
COc1ccc(S(=O)(=O)NCC2CCCO2)c(Cl)c1Cl (centres undefined)
→ -1	3	96	3	-9	-2	-1	-0.9	2	-3
CC1=C(C(=O)N2CCCC(C(=O)c3cccc(C(F)(F)F)c3)C2)OCCO1 (centres undefined)
→ -4	0	103	-6	3	8	-2	-0.7	1	0
O=C(N=C1SCC(=O)N1c1ccccc1Cl)c1ccccc1
→ -3	1	107	-2	-3	1	-2	-2.8	8	-4
COc1ccc(C2CC(c3ccccc3)Nc3ncnn32)cc1 (centres undefined)
→ -2	-1	106	-4	-2	nt	0	1.9	1	-3
CC(=O)Nc1nc(SCCCc2ccccc2)n[nH]1
→ nt	-2	100	3	3	-2	5	-0.5	1	-2

# Ordered by SMILES length (highest first): 11 of the compounds above
# Every second line gives: CaV13 ICDI inh	Glyco luc inh	ABCB6 inh MLPCN	Cardio protect	ABHD5 PLIN5 PPI	PDI turbidity	Granule exo inh	MC4R barr agon	MC4R antagonist	HTR2A ag
COc1cc2c(cc1OC)C(c1ccccc1)N(Cc1ccc(S(=O)(=O)NC(=O)c3ccco3)cc1)CC2 (centres undefined)
→ -7	nt	96	nt	9	nt	19	nt	nt	-1
C[C@@H]1CC2OC(=O)[C@@]3(C)C(=O)CC[C@@](C)(C23)[C@@]1(O)CCc1ccoc1 (some centres undefined)
→ -18	3	101	-5	8	6	-1	-1.3	5	7
COc1cccc(NC(=O)CN(C)C(=O)CN2C(=O)c3ccc([N+](=O)[O-])cc3C2=O)c1
→ -5	2	97	6	8	4	0	-2.7	6	0
Cc1ccc([N+](=O)[O-])cc1NC(=O)Nc1ccc(S(N)(=O)=O)cc1
→ -4	3	98	8	-47	11	-8	-0.2	2	-10
COc1ccc(-c2nc3cc(C)c(Br)c(C)n3c2CC2CCCCC2)cc1OC
→ -6	nt	105	nt	2	nt	6	nt	nt	-2
COC(=O)C1=C(C)N(CC2CC2)C(=O)N[C@H]1c1ccccc1
→ -9	-1	103	-6	1	-4	35	0.0	9	10
COc1ccccc1NC(NC(=O)c1ccccn1)C(Cl)(Cl)Cl (centres undefined)
→ -5	2	101	-7	1	-12	-2	-2.1	12	-1
O=C(N=C1SCC(=O)N1c1ccccc1Cl)c1ccccc1
→ -3	1	107	-2	-3	1	-2	-2.8	8	-4
CC(=O)Nc1nc(SCCCc2ccccc2)n[nH]1
→ nt	-2	100	3	3	-2	5	-0.5	1	-2
CCNc1nc(NC(C)C)nc(-c2ccncc2)n1
→ nt	1	99	-2	2	nt	0	nt	nt	-1
C=CCNC(=O)c1cccc(C(F)(F)F)c1
→ -3	0	102	0	-2	6	-4	1.0	12	-3

# Following part
# Every second line gives: CaV13 ICDI inh	Glyco luc inh	ABCB6 inh MLPCN	Cardio protect	ABHD5 PLIN5 PPI	PDI turbidity	Granule exo inh	MC4R barr agon	MC4R antagonist	HTR2A ag
CN(C)S(=O)(=O)c1ccc(Cl)c(C(=O)NC2CCN(Cc3ccccc3)C2)c1 (centres undefined)
→ -4	-2	97	-4	-5	-8	-5	0.3	-3	-6
CCOc1cc(N2CCOCC2)c(OCC)cc1NC(=O)COC(=O)[C@H](Cc1c[nH]c2ccccc12)NC(C)=O
→ nt	4	106	10	3	45*	-2	-0.3	3	-3
COc1ccc(-c2c(-c3ccsc3)oc3ccc(N4CCOCC4)cc23)cc1
→ -6	-4	101	-8	-5	0	-4	1.3	18	8
CCC(=O)Nc1cccc(-n2nnnc2SCC(=O)N2CCCCC2)c1
→ -5	0	100	-11	-4	-2	5	-0.8	5	4
CC(C)(CC(=O)O)CC(=O)Nc1ccc(Oc2ccc(C(C)(C)C)cc2)nc1
→ -4	0	98	0	1	1	-1	2.0	3	0
CCOC(=O)c1ccc(NC(=O)c2ccccc2[N+](=O)[O-])cc1
→ -4	1	108	0	1	-2	-6	-1.0	5	-3
O=C(NCc1ccccc1)c1cccc(NC(=O)c2ccccc2)c1
→ -5	1	95	2	7	8	-2	-1.9	6	0
CNCCOc1nc(N2CCOCC2)nc(C)c1[N+](=O)[O-]
→ 2	1	92	2	3	21	-3	-2.5	2	3
COc1ccccc1C(=O)NC(=O)COC(=O)C1(C)CC1(Cl)Cl (centres undefined)
→ -2	-1	97	14	-2	-5	4	-0.4	-2	18*
O=C(N/N=C/c1c(F)c(F)c(F)c(F)c1F)c1cc(-c2ccccc2)nc2ccccc12
→ -19	1	97	1	2	2	-4	-1.9	1	3
Cc1ccc(NS(=O)(=O)c2ccc(Cl)c(NC(=S)NC(=O)C3CCCCC3)c2)cc1Cl
→ -1	-8	95	-22	-19	-33	16	-2.4	11	4
C=CCNc1ncnc2c1ncn2[C@H]1CN(Cc2ccccc2)C[C@@H](CO)O1
→ -5	-1	89	-4	-3	6	0	-1.6	0	-4
O=C(COC(=O)COc1ccc(Cl)cc1Br)NC1CC1
→ -7	-2	101	-2	8	-1	-6	-1.6	6	1
COc1ccc(CN=CC2=C(O)CC(C)(C)CC2=O)cc1
→ nt	0	97	4	1	-3	1	-1.7	1	7
O=C(O)CN=C(NS(=O)(=O)c1ccccc1)c1ccccc1
→ -6	2	102	-8	2	-11	6	-1.3	8	4
C=CCN(CC=C)S(=O)(=O)c1ccc(C(=O)Nc2nnc(CSC)o2)cc1
→ 3	-1	104	8	-6	13	1	0.1	-2	-1
Cc1ccc(S(=O)(=O)N2CCC(=O)N(C(COCc3ccc(Cl)cc3)Cc3ccccc3)CC2)cc1 (centres undefined)
→ -9	-6	93	-2	6	-8	-4	-0.4	14	6
Cc1cccc(NC2=C(NC(=O)c3ccccc3)C(=O)c3ccccc3C2=O)c1
→ -3	6	97	-22	-8	-12	22	-3.9	-16	-5
CC(=O)NCCc1nc2ccccc2n1CCOc1cccc(C)c1
→ -16	4	94	3	-2	-8	0	-1.9	7	-5
CCOc1ccccc1N1CC(C(=O)N2CCc3ccccc3C2)CC1=O (centres undefined)
→ nt	0	98	nt	0	4	-16	-0.8	2	4
CCOc1ccccc1NC(=O)/C(C#N)=C/c1c(C)nn(-c2ccc(F)cc2)c1Cl
→ -15	4	99	3	2	4	-1	1.8	-3	1
COc1ccc(NC(=O)CCN2C(=O)c3cccc([N+](=O)[O-])c3C2=O)cc1
→ -3	1	102	3	1	1	-3	-2.6	8	0
Cc1ccccc1NC(=O)C1CCN(c2cc(-c3ccccc3)nc3ncnn23)CC1
→ -7	0	82	-15	0	-7	0	-1.9	5	2
COc1ccc(S(=O)(=O)N2CCOCC2)cc1NC(=O)c1cc(=O)[nH]c2ccccc12
→ -5	-1	99	4	9	-7	-3	1.7	12	-7
COc1cccc(NC(=S)N(CCN(C)C)C(C)c2ccco2)c1 (centres undefined)
→ -5	1	95	0	-1	-1	-1	-1.1	1	3
CCn1cc(CN2CCN(Cc3ccc(OC)c(C)c3C)C(CCO)C2)c(C)n1 (centres undefined)
→ -5	3	97	5	2	-4	1	-0.6	-7	-6
COc1ccccc1C1CC(c2ccc(C)cc2)Nc2ncnn21 (centres undefined)
→ -5	3	101	1	3	3	1	-2.2	-1	1
O=C(NCc1ccco1)Nc1ccc2snnc2c1
→ nt	1	109	5	-1	-3	-3	-1.0	13	-6
O=C(N/N=C/c1ccco1)c1cccc(NC(=O)c2ccccc2Cl)c1
→ -2	-1	97	0	-4	-11	50	-0.8	7	-8
CCCN1C(=O)C(=O)N(CC(=O)c2cc(C)n(C3CC3)c2C)C1=O
→ -12	-2	98	5	-4	3	11	1.0	8	5
CC(=O)Nc1ccc2nc(CN3CCC(CO)(CCc4ccccc4)CC3)ccc2c1
→ -4	2	96	2	-1	3	10	-2.2	4	-4
CCOC(=O)c1c(NCc2ccc3c(c2)OCO3)c2ccccc2[nH]c1=O
→ 1	0	91	-3	1	-8	1	-3.1	-5	-4
Cn1c(=O)cc(N2CCN(C(=O)c3ccco3)CC2)[nH]c1=O
→ -10	0	90	4	17	nt	-5	0.3	1	9
COc1ccc(NC(=O)CCSCCc2ccccn2)cc1OC
→ -5	2	96	5	3	-1	-6	0.7	12	0
Cc1ccc(N(CC(=O)NC(C)(C)C)C(=O)CCC(=O)Nc2nccs2)c(C)c1
→ -20	1	97	3	-12	2	-6	0.9	10	0

# Compound activity: PubChem, several laboratories
